CYP2C19 act: human CYP2C19 activators, primary screen, biochemical, luminescence; Cytochrome P450 2C19 (Homo sapiens), P33261; recombinant CYP2C19, luciferin-H EGE luminescence; stronger effect = higher value; 0 = fully inhibited enzyme, 1 = untreated enzyme; 96,000 tested, under 10 active; AID 1025, 2008; activation factor at 5 µM;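 active = activation factor of at least 2 at 5 µM in the primary screen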;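 note: 0 = wells with 2.5 mM tranylcypromine and 1 = vehicle-only wells; values of inactives mirror those of a sister screen read the other way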
CYP2C19 inh: blockers of cytochrome P450 2C19 activity – biochemical, luminescence, ADME assay, primary screen | CYP2C19 Supersomes, luciferin-H EGE luminescence, 30 min | P33261 | 96,000 tested, 21% active | inhibition, % at 5 µM | AID 778, 2007;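 active = CYP2C19 inhibition above a set limit at 5 µM in the primary screen, cut at about 50% in these data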;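 note: plate controls were negative control wells for no effect and 2.5 mM tranylcypromine positive control for full effect; values of inactives mirror those of a sister screen read the other way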
hDAT+cocaine: changed hDAT dopamine uptake under cocaine IC80, either direction, primary screen, cocaine antagonist project, cell-based, LLC-PK1 hDAT, [14C]-dopamine uptake, MLSMR; Sodium-dependent dopamine transporter (Homo sapiens), Q01959; LLC-PK1 hDAT cells, [14C]-dopamine uptake with cocaine IC80; actives deviate in either direction; B-score at 10 µM; 110,000 tested, 1.3% active;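 active = Z score or B-score, a plate-position-corrected score, falls beyond the plate's 99.7% confidence bounds, in either direction; inactive = both scores lie inside the 99.7% bounds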;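 note: scored against the spread of the other compound wells on the same plate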
Target sequence (Q01959 whole entry, looked up): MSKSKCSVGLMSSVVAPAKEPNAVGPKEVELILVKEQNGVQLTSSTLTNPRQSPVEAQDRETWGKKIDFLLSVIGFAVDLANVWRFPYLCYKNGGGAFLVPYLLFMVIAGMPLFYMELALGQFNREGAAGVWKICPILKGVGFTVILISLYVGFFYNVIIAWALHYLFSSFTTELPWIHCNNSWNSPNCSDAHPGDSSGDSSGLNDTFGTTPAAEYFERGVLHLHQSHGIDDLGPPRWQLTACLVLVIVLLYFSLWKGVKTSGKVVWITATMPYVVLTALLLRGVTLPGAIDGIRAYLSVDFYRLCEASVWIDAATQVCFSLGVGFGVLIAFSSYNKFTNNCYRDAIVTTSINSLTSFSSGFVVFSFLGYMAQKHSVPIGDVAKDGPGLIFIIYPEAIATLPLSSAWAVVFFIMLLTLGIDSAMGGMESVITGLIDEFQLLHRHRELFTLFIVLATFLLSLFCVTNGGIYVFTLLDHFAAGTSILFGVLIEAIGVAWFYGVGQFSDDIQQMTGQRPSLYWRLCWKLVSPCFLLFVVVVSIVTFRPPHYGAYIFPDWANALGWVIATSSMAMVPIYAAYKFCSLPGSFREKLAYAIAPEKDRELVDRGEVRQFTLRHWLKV
Starred values were filed as active, the others as inactive. An excerpt; the hit share may differ from the screen's.

Start of the listing, in advance:
SMILES	CYP2C19 act	CYP2C19 inh	hDAT+cocaine
COc1ccc(-c2nnc3sc(CN4C(=O)c5ccccc5C4=O)nn23)cc1	0.8	23	0.14
Cc1ccc2c(C)c(C(=O)Nc3nnc(C)s3)oc2c1	0.9	6	1.4
CCOc1ccc(-c2nnc3ccc(SCC(=O)N4CCCCC4)nn23)cc1	1	5	-0.15

The whole of this part, from the start:
SMILES	CYP2C19 act	CYP2C19 inh	hDAT+cocaine
COc1ccc(-c2nnc3sc(CN4C(=O)c5ccccc5C4=O)nn23)cc1	0.8	23	0.14
Cc1ccc2c(C)c(C(=O)Nc3nnc(C)s3)oc2c1	0.9	6	1.4
CCOc1ccc(-c2nnc3ccc(SCC(=O)N4CCCCC4)nn23)cc1	1	5	-0.15
CC(C)(C)C1=C(C#N)C(c2cc3c(cc2Br)OCO3)C(C#N)=C(N)O1 (stereo unspecified)	0.8	21	-0.63
COc1ccc(CCNC(=O)CSc2nnc(-c3ccccc3)o2)cc1OC	0.2	81*	-0.15
CCN(CC)C(=O)C1CCCN(Cc2ccc(N(C)C)cc2)C1 (stereo unspecified)	0.8	18	-0.33
CC(C)n1c(CCCO)nc2ccccc21	1	4	0.013
CCn1c(C2CC(=O)N(c3ccc(C)c(C)c3)C2)nc2ccccc21 (stereo unspecified)	0.5	53*	-0.43
CCOc1ccccc1-c1cc(-c2ccc(OC)cc2)nc2c1c(=O)n(C)c(=O)n2C	1.1	-7	-0.1
CCCc1cc2c(=O)c(-c3ccccn3)c(C)oc2cc1O	0.8	20	2

Full records, looked up by structure. Order of values: CYP2C19 act, CYP2C19 inh, hDAT+cocaine
Record of `CCCc1cc2c(=O)c(-c3ccccn3)c(C)oc2cc1O` → 0.8, 20, 2
Record of `CC(C)n1c(CCCO)nc2ccccc21` → 1, 4, 0.013
Record of `CC(C)(C)C1=C(C#N)C(c2cc3c(cc2Br)OCO3)C(C#N)=C(N)O1` (stereo unspecified) → 0.8, 21, -0.63
Record of `CCN(CC)C(=O)C1CCCN(Cc2ccc(N(C)C)cc2)C1` (stereo unspecified) → 0.8, 18, -0.33
Record of `CCOc1ccc(-c2nnc3ccc(SCC(=O)N4CCCCC4)nn23)cc1` → 1, 5, -0.15

More entries follow:
SMILES	CYP2C19 act	CYP2C19 inh	hDAT+cocaine
NC(=O)NC(Cc1ccccc1)C(=O)O (stereo unspecified)	1.1	-7	-0.71
Cc1csc2ncc(C(=O)Nc3ccc4c(c3)OCCO4)c(=O)n12	0.9	6	0.32
CC12CCC(=O)N1C(C(=O)Nc1cccc3ccccc13)CS2 (stereo unspecified)	0.7	27	-0.31
O=C(NCCN1C(=O)C2C3C=CC(C3)C2C1=O)Nc1ccccn1 (stereo unspecified)	1.1	-10	0.66
O=C1N=C(N2CCOCC2)S/C1=C1\C(=O)N(Cc2ccccc2)c2ccccc21	1.1	-8	-0.71
CC(C)n1c(SCc2cc(=O)[nH]c3ccccc23)nc2c1c(=O)n(C)c(=O)n2C	0.9	6	1.6
COC(=O)C(C#N)c1nc2ccccc2nc1N1CCN(Cc2ccc3c(c2)OCO3)CC1 (stereo unspecified)	0.5	50*	-0.55
CC1(C)Cc2c(sc(NC(=O)c3ccco3)c2C#N)C(C)(C)N1	1	3	-0.57
Cc1nc(=O)c(-c2ccccc2)c(C)n1-c1ccccc1O	0.8	17	-1.3
CCOC(=O)N1CCN(Cc2nc3c(c(=O)n(C)c(=O)n3C)n2Cc2cccc3ccccc23)CC1	0.7	28	1.7
O=C(Nc1ccc(Cl)cc1)C1CC2CCCC(C1)C2=O (stereo unspecified)	0.8	20	-0.61
O=C1CCCc2c1[nH]c1ccc(Br)cc21	0.8	16	-0.51
CN(C)CCN1C(=O)C(=O)/C(=C(/O)c2ccc(S(=O)(=O)N3CCOCC3)cc2)C1c1ccccc1 (stereo unspecified)	1	0	-0.27
COC(=O)c1cc(S(=O)(=O)n2nc(C)cc2C)c(Cl)cc1Cl	1	-5	-0.98
CCOc1cc(-n2cnnn2)c(OCC)cc1NC(=O)c1cnccn1	0.8	15	0.92
CCOc1cccc(-c2nnc3sc(-c4cccs4)nn23)c1	0.4	60*	0.56
COc1ccc2[nH]c(C)c(CN3CCCCC3)c(=O)c2c1	1.1	-12	-0.34
Cc1noc(C)c1CSc1ncnc2sc3c(c12)CCC3	0.8	24	-0.49
COc1ccc(-c2nnc3ccc(SCC(=O)N4CCOCC4)nn23)cc1	1	1	-0.96
Cc1ccc(CCNc2ccccc2)c[n+]1[O-]	1	0	0.8
Cc1nccn1-c1c2c(c(C#N)c3nc4ccccc4n13)CCC2	1.1	-7	-0.2
COc1cc(-c2nc(-c3ccccn3)no2)cc(OC)c1OC	1	-1	0.86
COc1ccc(-c2nnc3ccc(SCC(=O)N4CCCCCC4)nn23)cc1OC	1	4	0.36
CC1(C)CC(NC(=O)C2CCCCC2C(=O)O)CC(C)(C)N1 (stereo unspecified)	1	-4	-0.83
Cc1cccc(-n2cnc3c(c2=O)c2nc4ccccc4nc2n3Cc2ccco2)c1	0.5	50	1.4
O=C(Nc1c(C(=O)NCc2ccco2)cnn1-c1ccccc1)c1cccc(F)c1	0.3	67*	-1.4
Cn1cccc1Cc1nnc(SCC(=O)NCc2ccc(F)cc2)n1-c1ccc(F)cc1	0.9	13	-0.26
CCCc1nnc(NC(=O)c2c(O)c3cccc4c3n(c2=O)CC4)s1	1	0	0.37
Fc1ccc(CN2CCSCC2)cc1Br	0.2	84*	1
O=C(CN1C(=O)NC2(CCc3ccccc32)C1=O)Nc1cc(C(F)(F)F)ccc1N1CCOCC1 (stereo unspecified)	0.7	35	-0.23

2 successive records from above, for reference:
SMILES	CYP2C19 act	CYP2C19 inh	hDAT+cocaine
Cc1nccn1-c1c2c(c(C#N)c3nc4ccccc4n13)CCC2	1.1	-7	-0.2
COc1cc(-c2nc(-c3ccccn3)no2)cc(OC)c1OC	1	-1	0.86

Next results:
SMILES	CYP2C19 act	CYP2C19 inh	hDAT+cocaine
O=C(COC(=O)c1cccs1)NCc1ccco1	0.3	70*	0.27
CC(=O)NCCSCCNC(C)=O	1	-1	-1.9
Cc1ccc(NC(=O)NC2=N/C(=C(/C#N)C(=O)N3CCCC3)c3ccccc32)cc1	0.1	89*	0.2
Cc1ccc(-c2csc3nc(=O)c(C)nn23)cc1	1.1	-6	-1.6
